Source: PubChem
CAL PDZ FP = blocks peptide binding to the human CAL PDZ domain; Q9HD26; purified CAL PDZ, TMR-peptide fluorescence polarization, 1 h; inhibition, % at 24.9 µM; hit rate 0.92% among 300,000;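 active = mean inhibition of at least 30% with at least half of replicates also reaching 30%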;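 also: 0% = DMSO neutral control and 100% = excess unlabeled competitor peptide PRC23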
RTF Ca sens inh = cardiac RTF calcium desensitization; P19429+P45379; IANBD-labeled cardiac RTF, Ca2+ fluorescence; inhibition, % at 7.15 µM; hit rate 0.12% among 340,000;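 active = inhibition above the mean inhibition of all tested compounds plus 3 SD, cut at about 17% in these data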;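 also: assay run at fixed EC70 calcium of 1.6 mM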
MOR-DOR inv ag = inverse agonist of human OPRM1-OPRD1 heterodimerization. P35372+P41143. cell-based MOR-DOR heterodimer luminescence, inverse agonism. inhibition, % at 9.3 µM. hit rate 0.21% among 340,000; in the data active = inhibition above about 22%, passing the limit was not always enough;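 also: 0% = cells with DMSO and 100% = wells without cells with DMSO; values of inactives mirror those of a sister screen read the other way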
Keap1 Nrf2 FP = inhibitors of human Keap1-Nrf2 protein-protein interaction; hit rate 0.15% among 340,000; inhibition, % at 9.4 µM; Keap1 Kelch-Nrf2 peptide fluorescence polarization, 1536-well; Q14145; in the data active = inhibition above about 12%;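 also: human Keap1 Kelch domain with fluorescein labeled Nrf2 9mer peptide probe; 0% = neutral control wells and 100% = peptide positive control; higher means more block of Keap1 binding to Nrf2 peptide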
Target sequence (Q14145 whole entry, looked up, the tested form may be a part): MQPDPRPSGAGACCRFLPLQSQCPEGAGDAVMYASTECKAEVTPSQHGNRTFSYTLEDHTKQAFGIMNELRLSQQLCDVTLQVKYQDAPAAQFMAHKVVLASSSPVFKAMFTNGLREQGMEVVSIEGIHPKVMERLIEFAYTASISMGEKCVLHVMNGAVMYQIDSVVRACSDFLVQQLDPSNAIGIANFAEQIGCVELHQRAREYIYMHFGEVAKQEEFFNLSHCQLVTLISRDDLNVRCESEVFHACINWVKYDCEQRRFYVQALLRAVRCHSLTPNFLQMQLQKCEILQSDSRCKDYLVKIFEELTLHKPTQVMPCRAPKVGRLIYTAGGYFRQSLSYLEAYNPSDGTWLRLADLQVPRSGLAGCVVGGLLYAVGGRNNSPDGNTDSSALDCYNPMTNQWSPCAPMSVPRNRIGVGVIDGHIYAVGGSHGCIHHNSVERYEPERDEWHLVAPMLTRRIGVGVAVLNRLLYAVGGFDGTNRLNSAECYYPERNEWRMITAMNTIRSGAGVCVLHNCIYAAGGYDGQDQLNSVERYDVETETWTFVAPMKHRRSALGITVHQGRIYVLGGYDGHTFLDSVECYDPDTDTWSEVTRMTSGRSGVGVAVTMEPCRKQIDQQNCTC
HTR5A ag ctr = HTR5A agonism, opioid heterodimer counter-screen. activation, % at 9.3 µM. HTR5A agonist assay, luminescence, cell-based. AID 504692. P47898. hit rate 0.61% among 340,000; in the data active = activation mostly above about 9.5%, no sharp cut-off; inactive = mostly below about 7.6%;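 also: 0% = cells with vehicle only and 100% = reference agonist; strong numbers were not always called active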
Target sequence (P47898 whole entry, looked up): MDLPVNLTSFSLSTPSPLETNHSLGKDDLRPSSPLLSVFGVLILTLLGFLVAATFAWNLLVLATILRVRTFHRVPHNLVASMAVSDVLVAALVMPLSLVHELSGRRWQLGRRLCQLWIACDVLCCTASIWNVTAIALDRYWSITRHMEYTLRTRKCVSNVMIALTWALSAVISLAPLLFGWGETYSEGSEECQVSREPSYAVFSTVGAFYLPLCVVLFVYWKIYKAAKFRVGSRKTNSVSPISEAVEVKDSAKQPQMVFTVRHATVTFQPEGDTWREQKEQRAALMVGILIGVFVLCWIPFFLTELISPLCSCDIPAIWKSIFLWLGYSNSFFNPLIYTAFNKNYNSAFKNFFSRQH
LANA DNA inh = KSHV C-LANA DNA binding inhibition; MBP-C-LANA/FAM-LBS DNA binding, fluorescence polarization; inhibition, % at 9 µM; hit rate 0.078% among 340,000;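 active = highest replicate inhibition at or above 60% at 9 µM, even if other replicates fall short; inactive = all replicates below 60% inhibition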;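 also: 0% = neutral control wells and 100% = 4 µM acridine orange control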
HTR5A inv ctr = counter-screen for OPRM1-OPRD1 inverse agonists: human HTR5A inverse agonism. HTR5A cell line, luminescence. inhibition, % at 9.3 µM. AID 504634. P47898. hit rate 0.083% among 340,000; in the data active = inhibition mostly above about 23%, no sharp cut-off; inactive = mostly below about 18%;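 also: 0% = cells with DMSO and 100% = no-cell wells with DMSO; some compounds called inactive have numbers as strong as hits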
V-ATPase pHluor = yeast V-ATPase proton transport regulation by pHLuorin; S. cerevisiae, pHLuorin cytosolic pH fluorescence; response, % at 10 µM; hit rate 0.37% among 350,000; AID 504577; in the data active = response mostly above about 7.3%, no sharp cut-off; inactive = mostly below about 5.4%; also: actives read high; inactives centre near 0; some compounds called inactive have numbers as strong as hits; reference of the scale not given here
cardiac RTF act = cardiac RTF calcium sensitization | AID 493008 | IANBD-labeled TnC RTF fluorescence at EC20 calcium; 0% EC20 calcium, 100% full calcium | P19429+P45379 | activation, % at 7.2 µM | hit rate 0.24% among 340,000;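 active = activation above the mean over all tested compounds plus 3 SD, cut at about 30% in these data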;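 also: rise in fluorescence read as greater calcium sensitivity of cardiac thin filaments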
OPRM1-OPRD1 ag = OPRM1-OPRD1 heterodimerization agonism. activation, % at 9.3 µM. hit rate 0.3% among 340,000. cells, luminescence; in the data active = activation above about 18%;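 also: 0% = vehicle-treated cells and 100% = reference agonist; values of inactives mirror those of a sister screen read the other way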
The depositor's hits bear a star.

`Cc1ccccc1NC(=O)c1ccc2nc(N3CCOCC3)sc2c1` gave RTF Ca sens inh -2, MOR-DOR inv ag 6, Keap1 Nrf2 FP -1, HTR5A ag ctr -2, LANA DNA inh -0.4, HTR5A inv ctr 5, V-ATPase pHluor -1, cardiac RTF act -5 and OPRM1-OPRD1 ag -1.0.
O=C(O)CSc1c2c(nc3cc(C(=O)Nc4cccc(C(F)(F)F)c4)ccc13)CCC2 was read as CAL PDZ FP -10, RTF Ca sens inh -8, MOR-DOR inv ag -3, Keap1 Nrf2 FP -7, HTR5A ag ctr 3, LANA DNA inh 3.0, HTR5A inv ctr 7, V-ATPase pHluor -4, cardiac RTF act 6 and OPRM1-OPRD1 ag 0.6.
CCOC(=O)c1nnn(-c2nonc2N)c1CS(=O)(=O)c1ccccc1 was read as CAL PDZ FP 1, RTF Ca sens inh -5, MOR-DOR inv ag -2, Keap1 Nrf2 FP -1, HTR5A ag ctr -8, LANA DNA inh 0.2, HTR5A inv ctr 20, V-ATPase pHluor -1, cardiac RTF act -1 and OPRM1-OPRD1 ag 0.4.
For CCOC(=O)C1CCN(S(=O)(=O)c2ccc(-c3ccc(=O)[nH]n3)o2)CC1 the results were CAL PDZ FP -4, RTF Ca sens inh -5, MOR-DOR inv ag 2, Keap1 Nrf2 FP 0, HTR5A ag ctr -1, LANA DNA inh 0.0, HTR5A inv ctr 3, V-ATPase pHluor -1, cardiac RTF act 0 and OPRM1-OPRD1 ag -0.4.
For COC(=O)c1[nH]c2ccc(C)cc2c1NC(=O)CN1CCN(C(=O)c2ccccc2)CC1 the results were CAL PDZ FP 3, RTF Ca sens inh -5, MOR-DOR inv ag 10, Keap1 Nrf2 FP 1, HTR5A ag ctr -2, LANA DNA inh -0.8, HTR5A inv ctr -18, V-ATPase pHluor -1, cardiac RTF act -1 and OPRM1-OPRD1 ag -1.7.
`O=Cc1ccc(C(=O)O)cc1` gave CAL PDZ FP -5, RTF Ca sens inh -1, MOR-DOR inv ag 6, Keap1 Nrf2 FP 3, HTR5A ag ctr 1, LANA DNA inh 1.7, HTR5A inv ctr -3, V-ATPase pHluor 1, cardiac RTF act -3 and OPRM1-OPRD1 ag -1.1.
CN(CC(=O)Nc1cccc(F)c1)C(=O)COc1ccc2c(c1)CCC2 was read as CAL PDZ FP -5, RTF Ca sens inh -6, MOR-DOR inv ag -7, Keap1 Nrf2 FP -5, HTR5A ag ctr 0, LANA DNA inh 2.4, HTR5A inv ctr 0, V-ATPase pHluor 1, cardiac RTF act 1 and OPRM1-OPRD1 ag 1.6.
Screening COCCn1c(=O)[nH]c2cc(C(=O)NCCN3CCN(c4ccccc4)CC3)ccc2c1=O returned CAL PDZ FP -10, RTF Ca sens inh 8, MOR-DOR inv ag 11, Keap1 Nrf2 FP 1, HTR5A ag ctr 5, LANA DNA inh 0.5, HTR5A inv ctr -13, V-ATPase pHluor -1, cardiac RTF act -4 and OPRM1-OPRD1 ag -1.9.
For CN(C)c1ccc(-c2n(C)c3ccccc3[n+]2C)cc1 the results were CAL PDZ FP -3, RTF Ca sens inh -2, MOR-DOR inv ag 4, Keap1 Nrf2 FP 2, HTR5A ag ctr -2, LANA DNA inh 0.3, HTR5A inv ctr -5, V-ATPase pHluor -4, cardiac RTF act -2 and OPRM1-OPRD1 ag -0.7.
For CC(C)C[C@@]12C(=O)N(c3cccc(F)c3)C(=O)N1[C@H](c1ccc(Cl)cc1)[C@@H]1C(=O)N(C3CCCCC3)C(=O)[C@@H]12 the results were CAL PDZ FP 0, RTF Ca sens inh 3, MOR-DOR inv ag 5, Keap1 Nrf2 FP 2, HTR5A ag ctr 2, LANA DNA inh -2.5, HTR5A inv ctr -20, V-ATPase pHluor -3, cardiac RTF act 0 and OPRM1-OPRD1 ag -0.9.
Screening CCc1ccc(S(=O)(=O)Nc2ccc(Cl)cn2)cc1 returned CAL PDZ FP -1, RTF Ca sens inh 4, MOR-DOR inv ag 14, Keap1 Nrf2 FP -1, HTR5A ag ctr 2, LANA DNA inh 1.4, HTR5A inv ctr -8, V-ATPase pHluor -1, cardiac RTF act 0 and OPRM1-OPRD1 ag -2.8.
`O=C(CN1CCc2ccccc2C1)NCC(=O)Nc1ccc(F)cc1` gave CAL PDZ FP -8, RTF Ca sens inh 14, MOR-DOR inv ag 15, Keap1 Nrf2 FP -4, HTR5A ag ctr -4, LANA DNA inh 0.0, HTR5A inv ctr 10, V-ATPase pHluor 1, cardiac RTF act -3 and OPRM1-OPRD1 ag -3.2.
For CCOC(=O)c1c(C)[nH]c(C)c1C(=O)COC(=O)/C=C/c1cccc(C(F)(F)F)c1 the results were CAL PDZ FP -1, RTF Ca sens inh -9, MOR-DOR inv ag -31, Keap1 Nrf2 FP -2, HTR5A ag ctr 4, LANA DNA inh -0.8, HTR5A inv ctr -27, V-ATPase pHluor 1, cardiac RTF act -10 and OPRM1-OPRD1 ag 5.8.
Screening O=C1S/C(=C\C=C\c2ccco2)C(=O)N1c1ccccc1 returned CAL PDZ FP -3, RTF Ca sens inh -18, MOR-DOR inv ag -14, Keap1 Nrf2 FP -1, HTR5A ag ctr 3, LANA DNA inh 1.0, HTR5A inv ctr 32, V-ATPase pHluor 0, cardiac RTF act 2 and OPRM1-OPRD1 ag 2.7.
Screening CCNC(=O)c1ccccc1SCC(=O)Nc1ccc(F)cc1 returned RTF Ca sens inh 13, MOR-DOR inv ag 7, Keap1 Nrf2 FP 1, HTR5A ag ctr -1, LANA DNA inh 1.1, HTR5A inv ctr 3, V-ATPase pHluor -1, cardiac RTF act -1 and OPRM1-OPRD1 ag -1.4.
For CC(C)(C)c1ccc(NC(=O)CNC2CCCc3ccccc32)cc1 (configuration not stated) the results were CAL PDZ FP -6, RTF Ca sens inh 9, MOR-DOR inv ag -38, Keap1 Nrf2 FP -3, HTR5A ag ctr 0, LANA DNA inh -1.2, HTR5A inv ctr -1, V-ATPase pHluor 0, cardiac RTF act -4 and OPRM1-OPRD1 ag 5.2.
For Cc1ccc(S(=O)(=O)N2CCN(CC(=O)N/N=C\c3ccccn3)CC2)cc1 the results were CAL PDZ FP -3, RTF Ca sens inh 3, MOR-DOR inv ag 18, Keap1 Nrf2 FP 0, HTR5A ag ctr 2, LANA DNA inh 0.9, HTR5A inv ctr -4, V-ATPase pHluor -3, cardiac RTF act -2 and OPRM1-OPRD1 ag -3.3.
For CCOc1ccccc1NC(=O)CS(=O)(=O)c1cn(CC(=O)N2CCOCC2)c2ccccc12 the results were CAL PDZ FP 3, RTF Ca sens inh -9, MOR-DOR inv ag 15, Keap1 Nrf2 FP -3, HTR5A ag ctr 0, LANA DNA inh -1.0, HTR5A inv ctr 16, V-ATPase pHluor -2, cardiac RTF act -4 and OPRM1-OPRD1 ag -3.0.
For CNS(=O)(=O)c1cc(N)ccc1C the results were CAL PDZ FP 0, RTF Ca sens inh 11, MOR-DOR inv ag 0, Keap1 Nrf2 FP -5, HTR5A ag ctr -2, LANA DNA inh -0.1, HTR5A inv ctr 4, V-ATPase pHluor -2, cardiac RTF act 0 and OPRM1-OPRD1 ag 0.1.
Screening Cc1ccc(N2CC(C(=O)Nc3cccc(F)c3)CC2=O)cc1 (configuration not stated) returned CAL PDZ FP -2, RTF Ca sens inh -6, MOR-DOR inv ag 13, Keap1 Nrf2 FP 2, HTR5A ag ctr -1, LANA DNA inh -1.3, HTR5A inv ctr 7, V-ATPase pHluor 3, cardiac RTF act 5 and OPRM1-OPRD1 ag -2.3.
`COc1cc(C)ccc1OCCOCCOc1c(C)cc(C)cc1Br` gave CAL PDZ FP -3, RTF Ca sens inh -2, MOR-DOR inv ag -11, Keap1 Nrf2 FP -3, HTR5A ag ctr -1, LANA DNA inh 0.8, HTR5A inv ctr -20, V-ATPase pHluor 11, cardiac RTF act 3 and OPRM1-OPRD1 ag 2.7.
`Cn1c2ccccc2c2ncn(CCC3=CCCCC3)c(=O)c21` gave CAL PDZ FP -1, RTF Ca sens inh 0, MOR-DOR inv ag -6, Keap1 Nrf2 FP -4, HTR5A ag ctr 5, LANA DNA inh -1.6, HTR5A inv ctr -12, V-ATPase pHluor 0, cardiac RTF act 0 and OPRM1-OPRD1 ag 1.3.
Screening Cc1ccnc(NC(=O)CC(c2ccccc2)c2ccccc2)n1 returned CAL PDZ FP -3, RTF Ca sens inh 3, MOR-DOR inv ag 7, Keap1 Nrf2 FP -8, HTR5A ag ctr -2, LANA DNA inh 2.8, HTR5A inv ctr 7, V-ATPase pHluor 1, cardiac RTF act 3 and OPRM1-OPRD1 ag -1.3.
Screening CC1CCC2(CC1)Nc1ccccc1C(=O)N2c1ccccc1 (configuration not stated) returned CAL PDZ FP 3, RTF Ca sens inh 2, MOR-DOR inv ag -2, Keap1 Nrf2 FP 3, HTR5A ag ctr 2, LANA DNA inh -0.1, HTR5A inv ctr 1, V-ATPase pHluor -1, cardiac RTF act 9 and OPRM1-OPRD1 ag 0.3.
`O=C(Cn1nnc(-c2cccs2)n1)NCc1cccs1` gave CAL PDZ FP 2, RTF Ca sens inh -2, MOR-DOR inv ag 15, Keap1 Nrf2 FP -2, HTR5A ag ctr 0, LANA DNA inh 0.9, HTR5A inv ctr -1, V-ATPase pHluor -1, cardiac RTF act 2 and OPRM1-OPRD1 ag -2.8.
`CCCc1nc2sc3c(c2c(=O)n1NC(=O)c1ccco1)CC(C)(C)OC3` gave CAL PDZ FP -3, RTF Ca sens inh -4, MOR-DOR inv ag 0, Keap1 Nrf2 FP 1, HTR5A ag ctr 6, LANA DNA inh -2.7, HTR5A inv ctr -15, V-ATPase pHluor 5, cardiac RTF act 4 and OPRM1-OPRD1 ag 0.0.
O=C(CSc1nnc(NC(=O)C2CC2)s1)NCc1ccc(F)cc1 was read as CAL PDZ FP 1, RTF Ca sens inh -9, MOR-DOR inv ag 12, Keap1 Nrf2 FP -1, HTR5A ag ctr 1, LANA DNA inh 0.5, HTR5A inv ctr -2, V-ATPase pHluor 2, cardiac RTF act -3 and OPRM1-OPRD1 ag -2.1.
For CCOc1ccc(/C(O)=C2/C(=O)C(=O)N(c3nc(C)c(C)s3)C2c2ccco2)cc1 (configuration not stated) the results were CAL PDZ FP -6, RTF Ca sens inh -5, MOR-DOR inv ag -3, Keap1 Nrf2 FP -7, HTR5A ag ctr 6, LANA DNA inh 1.1, HTR5A inv ctr -8, V-ATPase pHluor -3, cardiac RTF act 8 and OPRM1-OPRD1 ag 0.5.
Screening O=C(CSc1nnnn1-c1ccc(Cl)cc1)N1CCc2ccccc2C1 returned RTF Ca sens inh -9, MOR-DOR inv ag 0, Keap1 Nrf2 FP -7, HTR5A ag ctr -3, LANA DNA inh 0.9, HTR5A inv ctr -37, V-ATPase pHluor 3, cardiac RTF act 1 and OPRM1-OPRD1 ag -0.1.
For Cc1cc(=O)[nH]c(SCC2COC3(CCCCC3)O2)n1 (configuration not stated) the results were CAL PDZ FP -3, RTF Ca sens inh -1, MOR-DOR inv ag 9, Keap1 Nrf2 FP -2, HTR5A ag ctr 2, LANA DNA inh -1.8, HTR5A inv ctr 9, V-ATPase pHluor 7, cardiac RTF act -2 and OPRM1-OPRD1 ag -1.8.
